# Compound activity deposited in PubChem by several laboratories.
# phage Ecoli inh – growth loss of phage-infected E. coli, primary screen, RecBCD inhibitor project, absorbance, with phage, HTS | inhibition, % at 11.9 µM | hit rate 0.26% among 360,000 | AID 651602, 2012; in the data active = inhibition above about 11%
# Tat export inh – E. coli Tat export inhibitors, primary screen, MC4100, TorA-mCherry reporter, fluorescence, single point; inhibition, % at 10 µM; hit rate 0.036% among 340,000;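 active = mean replicate inhibition at least 50% and at least half of replicates individually reaching 50%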;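 also: exported cargo escapes ClpAP degradation while cytoplasmic cargo is degraded and loses fluorescence; 0% = median of neutral control wells and 100% = median of NaSCN control wells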
# PKA-R1A act – activators of PKA-R1A holoenzyme, primary screen, biochemical, fluorescence polarization, Cy5-IP20, bovine R1A, mouse PKAc; activation, % at 11.4 µM; AID 504707, 2011; cAMP-dependent protein kinase type I-alpha regulatory subunit (Bos taurus) + …; PKA-R1A dissociation; scaled: DMSO 0%, 113 µM cGMP 100%; hit rate 0.083% among 340,000;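 active = percent activation above the mean of all tested compounds plus 3 SD, cut at about 19% in these data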;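 also: higher means more PKAc released from R1A so a rise in polarization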
# Ecoli viability – E. coli V3065 growth inhibition, primary screen, counter-screen for AddAB inhibitor project, absorbance, OD600 | hit rate 0.27% among 330,000 | AID 449728, 2010 | inhibition, % at 11.9 µM | 18 h;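 active = inhibition above the campaign's mean inhibition across all tested compounds plus 3 SD, cut at about 9.9% in these data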;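 also: uninfected addAB+ strain grown without phage in ampicillin broth; 0% = DMSO wells and 100% = ciprofloxacin 0.95 µg/ml wells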
# PKA-R2B act – activators of PKA-R2B holoenzyme, primary screen, biochemical, fluorescence polarization, Cy5-IP20, human. cAMP-dependent protein kinase catalytic subunit beta (Homo sapiens) + cAMP-dependent …. PKA-R2B holoenzyme dissociation; R2B truncated from residue 108, S112A mutant; 0% DMSO only, 100% 113 µM cGMP. activation, % at 11.4 µM. hit rate 0.079% among 340,000;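 active = activation above a cutoff set at the mean over all compounds plus 3 SD, cut at about 18% in these data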;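 also: higher means more holoenzyme dissociation and a rise in polarization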
# Target sequence (P31323 whole entry, looked up, other chains not shown, the tested form may be a part): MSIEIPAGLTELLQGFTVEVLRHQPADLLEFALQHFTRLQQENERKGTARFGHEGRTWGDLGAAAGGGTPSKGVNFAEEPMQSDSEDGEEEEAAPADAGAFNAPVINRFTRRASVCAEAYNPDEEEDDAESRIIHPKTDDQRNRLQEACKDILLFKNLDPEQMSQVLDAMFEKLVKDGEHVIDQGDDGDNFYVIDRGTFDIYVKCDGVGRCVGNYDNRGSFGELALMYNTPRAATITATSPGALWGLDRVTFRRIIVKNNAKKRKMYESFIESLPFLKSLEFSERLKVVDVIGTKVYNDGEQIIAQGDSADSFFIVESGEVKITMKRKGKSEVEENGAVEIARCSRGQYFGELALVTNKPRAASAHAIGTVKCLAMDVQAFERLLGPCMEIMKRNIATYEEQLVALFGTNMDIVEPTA
# CDK5 inh – inhibitors of human CDK5/p35 kinase, primary screen, biochemical, single concentration | Recombinant CDK5/p35, ADP-Glo luminescence, 60 min | Cyclin-dependent kinase 5 (Homo sapiens) + Cyclin-dependent kinase 5 activator 1 (Homo … | inhibition, % at 10 µM | hit rate 0.01% among 330,000;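 active = highest replicate inhibition of at least 50% and at least 75% of replicates reaching 50%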;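 also: plate controls were DMSO neutral control for no effect and GW8510 at 10 µM for full effect; many of its hits are not listed in these tables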
# HTR5A ag ctr – HTR5A agonists in luminescence cell assay, primary screen, counter-screen for OPRM1-OPRD1 heterodimer agonist project, full-deck HTS | hit rate 0.61% among 340,000 | activation, % at 9.3 µM | cell-based | 5-hydroxytryptamine receptor 5A (Homo sapiens), P47898; in the data active = activation mostly above about 9.5%, no sharp cut-off; inactive = mostly below about 7.6%;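 also: 0% = cells with vehicle only and 100% = reference agonist; strong numbers were not always called active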
# Target sequence (P47898 whole entry, looked up): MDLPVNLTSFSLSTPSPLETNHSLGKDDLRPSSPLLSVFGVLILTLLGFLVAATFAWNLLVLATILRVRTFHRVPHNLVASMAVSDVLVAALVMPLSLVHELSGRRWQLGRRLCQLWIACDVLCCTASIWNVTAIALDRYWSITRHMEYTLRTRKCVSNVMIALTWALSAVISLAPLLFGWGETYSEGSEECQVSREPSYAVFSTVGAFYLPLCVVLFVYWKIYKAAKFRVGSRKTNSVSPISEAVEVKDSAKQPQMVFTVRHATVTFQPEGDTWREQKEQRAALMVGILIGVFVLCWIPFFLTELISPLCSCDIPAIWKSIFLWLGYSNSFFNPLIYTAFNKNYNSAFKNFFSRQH
# AddAB inh – growth inhibition of E. coli expressing H. pylori AddAB, primary screen, AddAB inhibitor project, absorbance; inhibition, % at 11.9 µM; hit rate 0.29% among 330,000; AID 435030, 2010; in the data active = inhibition above about 12%;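 also: 0% = vehicle wells of infected cells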
# DAGLB inh – DAGLB lipase inhibitors, primary screen, biochemical, fluorescence, HTS; HEK293T DAGLB membrane lysate, EnzChek fluorogenic substrate; inhibition, % at 5.17 µM; hit rate 0.059% among 340,000; AID 504411, 2011; in the data active = inhibition above about 34%;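 also: 0% = enzyme with vehicle and 100% = wells lacking enzyme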
# HTR5A inv ag – HTR5A inverse agonists in luminescence cell assay, primary screen, counter-screen for OPRM1-OPRD1 heterodimer inverse agonist project, full-deck HTS; hit rate 0.083% among 340,000; 5-hydroxytryptamine receptor 5A (Homo sapiens), P47898; HTR5A cell line, inverse agonism; inhibition, % at 9.3 µM; in the data active = inhibition mostly above about 23%, no sharp cut-off; inactive = mostly below about 18%;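 also: 0% = cells with DMSO and 100% = no-cell wells with DMSO; some compounds called inactive have numbers as strong as hits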
# SUMO Mot1 rescue – yeast Mot1-301 growth rescue at high temperature, primary screen, SUMOylation pathway inhibitor project, S. cerevisiae, ATP luminescence, 38.5C; hit rate 1% among 320,000; AID 2716, 2010; growth rescue, % at 18.8 µM; S. cerevisiae Mot1-301 growth rescue; percent above DMSO median, 100 means doubled;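 active = every valid replicate shows activation above 250% relative to neutral control wells; inactive = the rest, any valid replicate at or below 250%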;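 also: OY570 slx delta 5 strain wells were the positive control but not used for scaling; some compounds called inactive have numbers as strong as hits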
# * = called active by the depositor; . = no result given; + = active, no number; & = joins results of further samples.
# The opening 5 compounds, to show the layout:
SMILES,phage Ecoli inh,Tat export inh,PKA-R1A act,Ecoli viability,PKA-R2B act,CDK5 inh,HTR5A ag ctr,AddAB inh,DAGLB inh,HTR5A inv ag,SUMO Mot1 rescue
CCCc1cc(=O)oc2c3c(cc(OCC(=O)NCCCn4ccnc4)c12)OC(C)(C)CC3,3.1,2.7,-1.8,-3.0,-4.2,0.4,4.4,1.7,-0.7,-0.8,411.6*
O=C(O)c1ccc(CN(c2ccccc2)S(=O)(=O)c2ccccc2)cc1,2.6,-0.1,-2.1,-1.1,-4.8,-1.8,-1.9,1.0,0.0,6.5,368.0
O=S(=O)(NCCSc1nnc(-c2ccco2)n1-c1ccccc1)c1ccccc1,-0.5,5.1,-2.9,0.3,-0.4,-2.5,2.3,0.4,-1.9,-13.6,5.5
N#Cc1ccccc1S(=O)(=O)N1CCN(C(=O)CCc2ccccc2)CC1,3.9,-0.6,-1.2,-1.8,5.9,0.4,3.6,2.5,-3.0,4.4,1.5
CCc1ccc(NC(=O)COC(=O)CCC2CCCC2)cc1,1.0,7.2,7.5,-0.5,-5.2,-1.0,4.0,0.9,-8.1,-10.9,12.1

# The list itself, from the first entry:
SMILES,phage Ecoli inh,Tat export inh,PKA-R1A act,Ecoli viability,PKA-R2B act,CDK5 inh,HTR5A ag ctr,AddAB inh,DAGLB inh,HTR5A inv ag,SUMO Mot1 rescue
CCCc1cc(=O)oc2c3c(cc(OCC(=O)NCCCn4ccnc4)c12)OC(C)(C)CC3,3.1,2.7,-1.8,-3.0,-4.2,0.4,4.4,1.7,-0.7,-0.8,411.6*
O=C(O)c1ccc(CN(c2ccccc2)S(=O)(=O)c2ccccc2)cc1,2.6,-0.1,-2.1,-1.1,-4.8,-1.8,-1.9,1.0,0.0,6.5,368.0
O=S(=O)(NCCSc1nnc(-c2ccco2)n1-c1ccccc1)c1ccccc1,-0.5,5.1,-2.9,0.3,-0.4,-2.5,2.3,0.4,-1.9,-13.6,5.5
N#Cc1ccccc1S(=O)(=O)N1CCN(C(=O)CCc2ccccc2)CC1,3.9,-0.6,-1.2,-1.8,5.9,0.4,3.6,2.5,-3.0,4.4,1.5
CCc1ccc(NC(=O)COC(=O)CCC2CCCC2)cc1,1.0,7.2,7.5,-0.5,-5.2,-1.0,4.0,0.9,-8.1,-10.9,12.1
COc1cccc(Cn2cccc(NC(=O)Nc3ccc(C#N)cc3)c2=O)c1,3.7,5.3,-1.7,-2.0,-4.9,0.7,-1.9,4.3,3.7,-11.8,4.9
Cc1c(C(=O)OC(C)C)sc2nc[nH]c(=O)c12,0.1,-6.8,4.0,3.6,0.6,0.1,-2.6,3.0,-5.0,21.9,4.8
Cc1ccc(C(=O)O/N=C(/c2nonc2N)N(C)C)cc1,-0.2,-4.7,-3.6,0.7,-7.9,-1.7,0.5,3.8,-2.3,16.5,-1.8
CCOC(=O)c1cc(CC)sc1NC(=O)c1cc(OC)c(OC)c(OC)c1,2.0,-1.6,-3.4,-0.4,-17.3,0.2,0.5,0.2,-11.1,-9.4,-11.4
C/C(=N\NC(=S)NCCc1ccccc1)c1ccc(O)cc1O,1.1,-5.5,-0.9,-2.3,-4.8,3.0,4.5,1.8,3.1,-13.3,8.0
COc1ccc(N(CC(=O)NCCSCc2ccco2)S(=O)(=O)c2ccccc2)cc1,2.2,-2.7,3.4,-0.4,-10.0,0.2,-0.1,-0.5,1.4,-1.8,4.7
O=C(Cn1ncc2c3ccccc3n(Cc3ccccc3)c2c1=O)NCc1ccco1,-1.1,-7.1,-10.5,-0.9,-5.5,1.0,2.0,3.2,5.3,12.5,-13.4
CCc1nnc(NC(=O)CCC(=O)N2CCN(Cc3cc(Cl)ccc3OC)CC2)s1,2.5,-8.3,-9.8,-1.3,-12.6,0.0,4.2,5.0,-0.2,-10.7,-20.1
CC(=O)Nc1ccc(NC(=O)C(C)OC(=O)CCCN=C2NS(=O)(=O)c3ccccc32)cc1 (stereo unspecified),0.7,-3.2,0.1,-0.6,-12.1,0.0,0.8,2.1,-4.6,4.6,13.3
N#Cc1c(N)n(-c2cccc(C(=O)O)c2)c2nc3ccccc3nc12,2.1,3.2,-11.9,2.3,-8.2,3.5,-1.1,2.3,-5.9,8.8,-7.1
CCOC(=O)[C@H]1[C@H]2COc3ccc(Cl)cc3[C@@H]2N2C(=O)CN(Cc3ccc(Cl)cc3)C(=O)[C@@]12C,1.5,-3.8,2.3,-1.5,9.2,0.6,0.5,-0.5,-2.4,14.7,11.5
Cc1cccc(NC(=O)Cn2c(=O)n(C)c3ccccc32)c1,4.2,5.2,-0.9,-3.0,-3.0,-1.1,.,2.4,-1.8,.,-4.2
c1ccc2c(c1)CSc1sccc1C2=C1CCNCC1,4.3,-4.2,-1.2,4.2,9.6,-1.3,5.7,1.2,2.9,-3.5,79.6
Cc1cccc(NC(=S)Nc2ccccn2)c1C,3.2,-3.3,7.2,3.1,2.6,4.3,-2.2,1.9,-1.8,-6.7,6.1
Cc1occc1C(=O)N1CCN(C(=O)C2CCCO2)CC1 (stereo unspecified),1.3,-7.1,2.1,-1.0,-3.2,0.0,5.7,1.4,1.0,34.8,-5.0
COc1ccc(/C=N/n2c(SC)nnc(C(C)(C)C)c2=O)cc1OC,3.2,1.6,5.0,-1.8,-2.7,0.0,2.5,2.9,-2.2,1.3,-2.2
CC(=O)N1CCC(N(CCCOC(C)C)C(=O)Nc2ccc(C)c(C)c2)CC1,0.6,0.9,-8.8,1.4,0.8,1.6,3.1,1.4,1.0,-10.1,-5.3
CN(C)CCCN1C(=O)c2oc3ccc(F)cc3c(=O)c2C1c1cccnc1 (stereo unspecified),0.5,-4.7,-11.9,-2.6,4.7,-0.3,-1.6,-1.9,-2.8,6.0,34.9
O=C(CN(Cc1cccs1)C(=O)CCC(=O)Nc1nccs1)NCc1ccccc1,3.9,8.6,2.1,0.5,-6.1,0.2,2.0,0.4,-0.5,11.5,10.7
CC(C)NC(=O)CSc1nncn1-c1ccccc1,1.7,-0.5,3.8,1.9,3.1,0.3,-3.8,1.4,1.4,-2.9,-3.1
# Later entries
SMILES,phage Ecoli inh,Tat export inh,PKA-R1A act,Ecoli viability,PKA-R2B act,CDK5 inh,HTR5A ag ctr,AddAB inh,DAGLB inh,HTR5A inv ag,SUMO Mot1 rescue
O=S(=O)(NCC1CC1)c1cc(Cl)cc(Cl)c1,0.2,1.2,-1.9,-0.4,3.3,-1.3,-0.8,0.9,0.4,2.7,52.6
Cc1cc(OCC(=O)NCc2cccnc2)c2c(C)cc(=O)oc2c1,-2.2,-7.7,3.6,-2.5,-7.4,.,3.3,1.6,-3.5,12.7,55.1
COc1ccc(C(=O)NC(=S)NNC(=O)COc2ccccc2)cc1,-4.7,2.2,1.7,-8.0,3.9,-5.5,-1.7,-3.3,2.9,4.9,-14.2
CC1=CC(C)(C)Nc2ccccc21,1.7&0.0,-8.4&-10.8,-11.1&-17.6,-0.3&0.3,-1.2&-0.3,-0.3&-0.3,2.2&-3.6,0.7&2.3,1.0&-0.9,-9.3&8.0,-9.3&-4.3
CCOC(=O)c1cc2c(=O)n3ccccc3nc2n(C(C)C)c1=NC(=O)c1c(-c2c(F)cccc2Cl)noc1C,4.0,6.3,-8.8,0.9,-1.8,-0.4,3.7,1.9,4.0,9.3,-1.1
CCN1CCCC1CNC(=O)C(=O)NCCc1ccc(OC)c(OC)c1 (stereo unspecified),5.2,7.0,3.0,-1.1,-1.2,0.6,-2.9,0.3,-0.7,7.5,-10.9
Nc1nc(SCc2nc3scc(-c4cccs4)c3c(=O)[nH]2)n[nH]1,2.3,9.7,-15.4,2.2,-11.1,0.0,-2.2,3.3,5.9,6.3,+
COc1ccc(NC(=O)c2cc(-c3ccco3)nc3ccccc23)cn1,1.1,-11.3,-0.1,1.2,-16.4,1.0,3.9,1.8,-0.8,-9.7,5.0
CNC(=O)c1ccc(NC(=O)Nc2ccccc2)cc1,2.6,-0.7,-8.9,0.0,-3.2,1.5,5.7,4.8,1.6,-21.0,-22.5
CCOc1ccccc1NC(=O)C1CCCN1S(=O)(=O)c1ccccc1C(F)(F)F (stereo unspecified),2.3,-6.7,-13.4,0.5,3.0,-2.4,2.9,-0.1,-1.6,-7.2,.
Nc1nc2nc(-c3cccs3)cc(C(F)(F)F)n2n1,1.2,5.6,9.8,-1.0,-18.1,0.0,2.0,-0.1,0.3,-5.0,-4.0
COc1ccc(OC)c(Nc2nc(NCCC(C)C)nc(N)c2[N+](=O)[O-])c1,-2.6,-5.5,-10.0,-1.3,5.4,-1.9,-2.3,0.7,2.6,-9.9,-1.4
CCOc1ncccc1C(=O)OCC(=O)N1CCN(S(=O)(=O)c2ccc(Cl)cc2)CC1,0.0,-2.0,11.2,-3.3,-8.9,-0.2,5.7,0.3,-2.0,0.2,66.9
N#Cc1cncc(-c2ccc3c(c2)OCCOCCOCCOCCOCCO3)n1,1.0,0.5,-3.1,-1.8,-1.3,0.8,-2.1,0.8,1.6,-6.4,-13.7
CCN(CC)c1ccc(C(=O)N/N=C(\C)c2cccc(OC)c2)cc1,1.3,4.2,3.2,1.1,1.5,0.5,1.4,8.1,-10.3,-28.2,-16.6
COc1ccccc1NS(=O)(=O)c1ccc2oc(SCC(C)=O)nc2c1,0.2,-3.5,-1.0,-3.0,1.6,0.2,-6.1,1.1,-0.8,14.7,27.5
